CYP2C9 activ = CYP2C9 (human) activation. activation factor at 5 µM. recombinant CYP2C9, luciferin-H conversion, luminescence; hits give high values; factor 1 = untreated enzyme, 0 = blocked. P11712. 1.4% of 96,000 active;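 active means activation factor of 2 or more for CYP2C9 at a 5 µM dose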;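 further: 0 = sulfaphenazole-blocked wells and 1 = vehicle-only wells; values of inactives mirror those of a sister screen read the other way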
EphB4 antag = antagonists of human EphB4-ephrin-B2 interaction; P54760; EphB4 LBD / TNYL-RAW-Alexa532 peptide, fluorescence polarization; inhibition, % at 7 µM; 0.15% of 97,000 active;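 active means inhibition above the screen-wide mean inhibition plus 3 SD, cut at about 15% in these data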;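 further: 0% = DMSO wells and 100% = excess unlabeled TNYL-RAW peptide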
Target sequence (P54760 whole entry, looked up, the tested form may be a part): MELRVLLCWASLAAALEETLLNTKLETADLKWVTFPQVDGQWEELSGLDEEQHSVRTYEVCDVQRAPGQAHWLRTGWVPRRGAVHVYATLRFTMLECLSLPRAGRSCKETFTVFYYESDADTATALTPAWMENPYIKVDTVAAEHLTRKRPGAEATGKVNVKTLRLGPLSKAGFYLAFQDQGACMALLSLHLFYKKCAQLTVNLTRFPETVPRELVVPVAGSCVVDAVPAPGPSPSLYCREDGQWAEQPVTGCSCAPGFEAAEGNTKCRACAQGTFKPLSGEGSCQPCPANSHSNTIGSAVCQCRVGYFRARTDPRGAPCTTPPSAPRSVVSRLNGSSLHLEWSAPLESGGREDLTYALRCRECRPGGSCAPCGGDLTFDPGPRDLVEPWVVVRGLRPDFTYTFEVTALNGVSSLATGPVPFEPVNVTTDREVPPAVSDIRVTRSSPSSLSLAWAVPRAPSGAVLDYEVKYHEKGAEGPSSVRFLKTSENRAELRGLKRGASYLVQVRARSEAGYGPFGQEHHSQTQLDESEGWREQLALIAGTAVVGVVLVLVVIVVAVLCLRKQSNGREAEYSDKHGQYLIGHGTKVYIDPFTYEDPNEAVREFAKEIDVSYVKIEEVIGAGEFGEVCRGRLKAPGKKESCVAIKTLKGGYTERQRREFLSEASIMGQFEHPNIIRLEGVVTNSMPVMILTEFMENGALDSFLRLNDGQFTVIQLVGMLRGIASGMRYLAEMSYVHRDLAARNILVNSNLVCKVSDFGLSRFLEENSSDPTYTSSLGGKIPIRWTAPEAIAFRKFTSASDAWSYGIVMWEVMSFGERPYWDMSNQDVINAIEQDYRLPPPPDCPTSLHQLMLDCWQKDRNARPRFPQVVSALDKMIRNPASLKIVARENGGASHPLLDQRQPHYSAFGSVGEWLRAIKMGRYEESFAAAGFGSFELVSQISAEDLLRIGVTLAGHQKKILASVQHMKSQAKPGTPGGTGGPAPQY
PTPN22 inh 2 = inhibitors of human LYP (PTPN22) phosphatase; 0.21% of 96,000 active; AID 640; recombinant LYP catalytic domain, DiFMUP fluorescence; inhibition, % at 2 µM;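 active means inhibition at 2 µM at or above a set limit, the screen mean plus 3 SD, cut at about 24% in these data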;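 further: 0% = DMSO with enzyme and 100% = enzyme fully blocked by orthovanadate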
Calb biofilm kill = kills Candida albicans biofilms; C. albicans biofilm + clotrimazole, Alamar Blue; inhibition, % at 6 µM; 0.14% of 85,000 active;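 active means inhibition above 20%; inactive means inhibition below 20%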;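 further: preformed 24 hr biofilms exposed to compound for 48 hr; 0% = biofilm without compound and 100% = blank killed by clotrimazole plus chlorhexidine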
Plk1 PBD FP = inhibitors of human Plk1 polo box domain binding; P53350; Plk1 PBD phosphopeptide binding, fluorescence polarization; inhibition, %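 (tested at about 20 µM)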; 0.13% of 97,000 active; in the data active means inhibition above about 34%, passing the limit was not always enough
CYP2C9 inhib = human CYP2C9 inhibition; P11712; CYP2C9 Supersomes, luciferin-H conversion, luminescence; inhibition, % at 5 µM; 20% of 96,000 active; AID 777;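 active means blocking of liver enzyme CYP2C9 beyond about 50% at 5 µM, limit read from the data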; further: values of inactives mirror those of a sister screen read the other way
PLK1 inh = PLK1 (human) kinase inhibition | P53350 | recombinant PLK1 kinase, TR-FRET peptide phosphorylation | inhibition, % at 10 µM | 0.53% of 97,000 active | AID 619;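 active means inhibition of 50% or more in the single-concentration screen; inactive means inhibition below 50%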;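 further: 0% = DMSO max control and 100% = H-89 dihydrochloride min control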
PTPN22 act = increases human PTPN22 phosphatase activity. Q9Y2R2. recombinant LYP, DiFMUP fluorescence; 0 = plate median, 100 = signal doubled. activation, % at 2 µM. 0.11% of 96,000 active. AID 697;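 active means activation at 2 µM above a set limit, the mean plus 5 SD, cut at about 37% in these data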
HIV Rev-RRE inh = disrupts HIV-1 Rev binding to RRE RNA; P05866; Rev peptide-RRE RNA binding, FRET; inhibition, % at 8 µM; 0.79% of 97,000 active;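 active means inhibition above the screen-wide mean plus 3 SD, cut at about 35% in these data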;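 further: 0% = median DMSO wells and 100% = median Neomycin B control wells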
Target sequence (P05866 whole entry, looked up): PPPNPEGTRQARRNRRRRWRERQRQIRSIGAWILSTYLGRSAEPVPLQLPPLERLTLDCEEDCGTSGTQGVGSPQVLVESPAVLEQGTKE
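Material: labelled RRE RNA duplex and labelled Rev peptide / Buffer or medium: HEPES pH 7.5 salt buffer with EDTA / Compound dosing: single point, 8 µM final nominal compound concentration / Benchmarks: DMSO low control, neomycin B high control / Timing: 5 min preincubation and 15 min binding, 25 °C / Technique: FRET fluorescence readout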
* = called active by the depositor; x = no result given.

Order of values – PTPN22 act, HIV Rev-RRE inh, Plk1 PBD FP, PTPN22 inh 2, Calb biofilm kill, PLK1 inh, CYP2C9 activ, EphB4 antag, CYP2C9 inhib
Nc1nc(NCc2ccco2)nn1-c1ccccc1
    2, 10, 2, -3, 1, -7, 1, 2, 0
COc1ccc(C(=O)Oc2ccc(=O)n(-c3ccccc3)n2)cc1
    19, -3, -28, -15, x, -8, 1, -6, 3
Cc1cc(NCCO)nc(N2CCOCC2)n1
    -5, 3, -35, 4, 1, -7, 1, 5, -2
Cc1ccc2cc3c(N)c(C(=O)N4CCOCC4)sc3nc2c1
    -8, 31, -21, 8, 9, -8, 0.7, 2, 27
COc1ccc(NC(=O)C2CCN(S(C)(=O)=O)CC2)cc1Cl
    2, 9, -21, -1, 4, 0, 1.1, -1, -12
CCOC(=O)c1c(NC(C)=O)sc2c1CCCNC2=O
    0, 11, -21, -2, 6, -4, 1.1, 2, -13
Cn1nc(-c2ccccc2)c(COC(=O)c2cccc(Cl)c2)c1S(=O)(=O)c1ccccc1
    -4, 16, 6, 4, 7, -5, 0.6, 2, 40
CCOC(=O)C1CCN(C(C(=O)NC2CCCC2)c2ccc(C)cc2)CC1 (stereo not drawn)
    -2, 6, -6, -1, 3, -9, 0.6, 1, 41
CCOC(=O)c1c(C)c2c(n1C)CCC/C2=N\O
    9, 5, 3, -11, 11, -8, 0.7, -1, 33
Cc1occc1-c1nnc(SCC(=O)NC(=O)NC(C)C)n1N
    -3, 9, 21, 1, 4, -12, 1.1, 0, -6

Going on with the list.
Order of values – PTPN22 act, HIV Rev-RRE inh, Plk1 PBD FP, PTPN22 inh 2, Calb biofilm kill, PLK1 inh, CYP2C9 activ, EphB4 antag, CYP2C9 inhib
COCCn1c(SCC(=O)Nc2ccc(S(=O)(=O)N(C)C)cc2)nc2ccccc21
    -3, 12, -3, 6, -3, -6, 1.1, 6, -13
O=C1Nc2ccccc2N=C(c2ccccc2)C1N1CCOCC1 (stereo not drawn)
    -1, 1, -21, -3, 4, -4, 0.4, -3, 59*
O=C(Nc1nc(-c2ccccc2)cs1)C1CCCN(S(=O)(=O)c2cccc([N+](=O)[O-])c2)C1 (stereo not drawn)
    -6, 5, -3, 6, x, -8, 0.4, 0, 62*
O=C(COc1c(Br)cc(Br)c2cccnc12)N1CCc2ccccc2C1
    -6, 7, 3, 9, 7, 1, 1.3, 1, -34
Cn1c(=O)c2cc(S(=O)(=O)NCCC(=O)NC3CCCCCC3)ccc2n(C)c1=O
    2, 5, -4, 1, -1, -2, 1.1, 8, -5
CCC1SC2=NC(C)=C(C(=O)OC)C(c3cccs3)N2C1=O (stereo not drawn)
    -4, 0, 23, 3, -2, -2, 0.6, 0, 44
CC(C)N=C(Nc1ccccc1)c1cccnc1
    -4, 2, -6, 6, x, -7, 1.4, 1, -38
Brc1ccc2c(c1)OCCOCCOc1cc(Br)ccc1OCCOCCOCCO2
    -7, 14, -1, 10, x, -1, 0.2, 2, 85*
Nc1c(C(=O)Nc2ccccc2)sc2nc3c(c(-c4ccco4)c12)CCCC3
    -7, 5, 13, 11, 3, -16, 0.6, 3, 36
O=C(Nc1cccc(C(=O)N2CCOCC2)c1)NC1CCCCC1
    1, 6, -17, -2, -1, -9, 1.1, 2, -13

More records
Order of values – PTPN22 act, HIV Rev-RRE inh, Plk1 PBD FP, PTPN22 inh 2, Calb biofilm kill, PLK1 inh, CYP2C9 activ, EphB4 antag, CYP2C9 inhib
COc1cc2c(cc1O)CCN(C(=O)c1ccco1)C2C (stereo not drawn)
    12, 6, 6, -9, 7, -2, 0.5, -10, 47
CCCC1C2C(=O)N(c3ccccc3)C(=O)C2ON1c1ccccc1 (stereo not drawn)
    -11, 9, 6, 13, 1, -4, 0.4, 1, 55*
Cc1ccc(C)c(S(=O)(=O)Nc2ccc3sc(C)nc3c2)c1
    -4, 9, -5, 4, 6, -8, x, 5, x
Cc1noc(/C=C/N(C)C)c1S(=O)(=O)N1CCCC(C(=O)NCCC2=CCCCC2)C1 (stereo not drawn)
    -1, 2, -12, -1, 15, -12, x, 5, x
CCOC(=O)C1=C(CSc2nccn2C)NC(=O)NC1c1ccc2c(c1)OCO2 (stereo not drawn)
    1, 0, 24, -3, 3, -12, 0.6, -10, 41
COc1ccc(OC)c(S(=O)(=O)N2CCCC(C)C2)c1 (stereo not drawn)
    4, -2, -22, -7, 4, -9, x, -5, x
O=C(COC(=O)C1CCN(S(=O)(=O)c2cccc3cccnc23)CC1)c1ccc([N+](=O)[O-])cc1
    -6, 7, 9, 11, x, -1, 1.5, 0, -51
Cc1ccc(CNC(=O)C2CC(=O)OC23CCCC3)c(C)c1 (stereo not drawn)
    -3, 2, -15, 2, 1, -11, x, -5, x
CCOC(=O)N1CCN(C(=O)CSc2nc3ccccc3c(=O)n2-c2ccccc2)CC1
    4, 6, -3, -4, 4, -5, 0, 0, 98*
Cc1cccc(C)c1NC(=O)CSCc1cccc(CSCC(=O)Nc2c(C)cccc2C)n1
    7, 2, -24, -5, 2, -3, 0.8, 1, 17

The list continues.
Order of values – PTPN22 act, HIV Rev-RRE inh, Plk1 PBD FP, PTPN22 inh 2, Calb biofilm kill, PLK1 inh, CYP2C9 activ, EphB4 antag, CYP2C9 inhib
CCC(C)N=CC1=C(O)CC(c2ccccc2)CC1=O (stereo not drawn)
    2, -5, -19, -3, 0, -2, 0.5, -2, 45
Cn1c(=O)c2c(nc(CN3CCC(C(N)=O)CC3)n2Cc2c(Cl)cccc2Cl)n(C)c1=O
    -2, 2, -30, 0, -2, -7, 0.3, 0, 68*
COc1cc2c(cc1OC)C(COc1ccc3c(C)cc(=O)oc3c1)N(C(=O)c1ccco1)CC2 (stereo not drawn)
    14, 1, 20, -15, 9, -5, x, 2, x
O=S(=O)(Cc1ccc(Cl)cc1)CC(O)COCc1ccccc1 (stereo not drawn)
    -5, 10, -10, 5, -3, -8, 0.7, 1, 25
CC(=O)c1cc(C#N)c(Oc2cccc(C(F)(F)F)c2)nc1C
    -2, 16, 0, 5, x, -14, 0.9, 1, 10
Cc1onc(-c2ccccc2)c1C(=O)N1CC(C)OC(C)C1 (stereo not drawn)
    -2, 1, 3, -1, x, 3, 1, -11, -1
CCOC(=O)c1c(C)[nH]c(C(=O)COC(=O)C2CC2C)c1C (stereo not drawn)
    -6, 3, -11, 4, 9, 4, 0, -6, 98*
CCCCCCNC(=O)CC(c1ccccc1)c1cc(Br)ccc1O (stereo not drawn)
    -7, 11, 10, 9, 8, -7, x, 5, x
C=CCNc1sc(C(=O)C(C)(C)C)c(N)c1C#N
    5, 6, 8, -1, 4, -8, 1.6, 10, -64
CC(C)NC(=O)CC(c1ccccc1)c1cc(Br)ccc1O (stereo not drawn)
    -10, -3, -12, 10, 1, 3, 0.1, 0, 90*

Other records
Order of values – PTPN22 act, HIV Rev-RRE inh, Plk1 PBD FP, PTPN22 inh 2, Calb biofilm kill, PLK1 inh, CYP2C9 activ, EphB4 antag, CYP2C9 inhib
O=C1N=C(c2ccccc2)S/C1=C\c1cccs1
    -7, 5, 17, 7, 0, 5, 0.7, -8, 34
Cc1ccc(CN2C(=O)C3CCCN3c3ccc(C#N)cc32)cc1 (stereo not drawn)
    10, 9, -7, -12, x, 2, 0.8, -1, 20
COc1ccc(NC2=C(C(C)=O)C(c3ccc(OC)c(OC)c3)C(C(C)=O)C(C)(O)C2)cc1 (stereo not drawn)
    0, 5, -8, -1, 7, -10, x, 0, x
Cc1nc2ccccc2n1CC(O)COC1CCCCC1 (stereo not drawn)
    -3, 1, -20, 3, 4, -9, x, 7, x
Cc1noc(NS(=O)(=O)c2ccc(NC(=O)CSc3nc4ccccc4s3)cc2)c1C
    12, -5, -5, -14, 5, -6, 1.1, -12, -14
Cc1c(OC(=O)c2ccc([N+](=O)[O-])cc2)c2c(c[n+]1C)COC(C)(C)OC2
    -7, 8, 13, 5, 9, -7, 0.8, 9, 24
COc1cc(CC(=O)OCC(=O)Nc2cc(S(=O)(=O)N3CCCC3)ccc2Cl)cc(OC)c1OC
    12, 1, 1, -14, x, -5, 1.5, 2, -48
Cc1noc(C)c1COc1cccc(C(=O)OCCOc2ccc(F)cc2)c1
    8, 13, 10, -8, -1, -12, 0.1, 5, 89*
O=C(COc1ccc(Cl)cc1Cl)NC(=O)N1CCCCC1
    6, 6, -2, -8, 9, -14, 1, -2, 4
CCOc1cc(NC(=S)NCC(C)C)c(OCC)cc1NC(=O)c1cccs1
    0, -3, -25, -3, x, -3, 0.9, -2, 8

Carrying on:
Order of values – PTPN22 act, HIV Rev-RRE inh, Plk1 PBD FP, PTPN22 inh 2, Calb biofilm kill, PLK1 inh, CYP2C9 activ, EphB4 antag, CYP2C9 inhib
O=C(Nc1cc2ccccc2oc1=O)C1CCCCC1
    -8, 0, -4, 9, -1, -11, 1, 2, 4
COc1ccccc1-c1nnc2sc(-c3cc4ccccc4o3)nn12
    6, 4, -18, -7, 4, 1, 0.7, -9, 34
Cc1cccc(NC(=O)c2cnc3scc(C)n3c2=O)c1
    6, 8, 1, -7, -3, -14, x, -1, x
O=C1c2ccccc2C(=O)N1OCCOCCOCCBr
    5, 2, 0, -6, x, -5, 0.9, -4, 6
CCNc1oc(-c2cccc3ccccc23)nc1C#N
    -8, 3, -23, 6, 11, -17, 0.9, -2, 15
CCC1SC(N)=NC1=O (stereo not drawn)
    9, 2, -13, -17, 6, -7, 1.3, -3, -27
CCC(=O)Nc1ccc(NC(=O)CSc2nnc(C(C)C)n2C)cc1
    3, 0, 1, -5, 10, 6, 1.2, -7, -16
CCOC(=O)Cn1c2[n+](c3ccccc31)CC(O)CS2 (stereo not drawn)
    -4, 4, -12, 0, 0, -7, 1, 1, 2
O=C(Nc1nc(COc2ccccc2)cs1)C12CC3CC(CC(C3)C1)C2
    -5, 15, 13, 6, 7, -5, 0, 4, 96*
CCOC(=O)C(NC(=O)c1ccc(OC)cc1)(OCC1(CC)COC1)C(F)(F)F (stereo not drawn)
    2, 7, -46, 1, 3, -7, 0.4, 1, 63*
CCOc1ccc(S(=O)(=O)Nc2ccc(O)c(Sc3ncn[nH]3)c2)cc1
    2, 5, -4, -5, 4, -10, x, 5, x
CCCCOc1ccc(-c2nnn(CC(=O)NCc3ccco3)n2)cc1
    4, -1, -2, 0, 11, 0, 0.9, -4, 13

Molecules above that contain an aryl methoxy group:
Order of values – PTPN22 act, HIV Rev-RRE inh, Plk1 PBD FP, PTPN22 inh 2, Calb biofilm kill, PLK1 inh, CYP2C9 activ, EphB4 antag, CYP2C9 inhib
COc1ccc(C(=O)Oc2ccc(=O)n(-c3ccccc3)n2)cc1
    19, -3, -28, -15, x, -8, 1, -6, 3
COc1ccc(NC(=O)C2CCN(S(C)(=O)=O)CC2)cc1Cl
    2, 9, -21, -1, 4, 0, 1.1, -1, -12
COc1cc2c(cc1O)CCN(C(=O)c1ccco1)C2C (stereo not drawn)
    12, 6, 6, -9, 7, -2, 0.5, -10, 47
COc1ccc(OC)c(S(=O)(=O)N2CCCC(C)C2)c1 (stereo not drawn)
    4, -2, -22, -7, 4, -9, x, -5, x
COc1cc2c(cc1OC)C(COc1ccc3c(C)cc(=O)oc3c1)N(C(=O)c1ccco1)CC2 (stereo not drawn)
    14, 1, 20, -15, 9, -5, x, 2, x
COc1ccc(NC2=C(C(C)=O)C(c3ccc(OC)c(OC)c3)C(C(C)=O)C(C)(O)C2)cc1 (stereo not drawn)
    0, 5, -8, -1, 7, -10, x, 0, x
COc1cc(CC(=O)OCC(=O)Nc2cc(S(=O)(=O)N3CCCC3)ccc2Cl)cc(OC)c1OC
    12, 1, 1, -14, x, -5, 1.5, 2, -48
COc1ccccc1-c1nnc2sc(-c3cc4ccccc4o3)nn12
    6, 4, -18, -7, 4, 1, 0.7, -9, 34
CCOC(=O)C(NC(=O)c1ccc(OC)cc1)(OCC1(CC)COC1)C(F)(F)F (stereo not drawn)
    2, 7, -46, 1, 3, -7, 0.4, 1, 63*

Screening results: PubChem BioAssay, several laboratories
